# EPAC2 antag: antagonists of human EPAC2 | EPAC2 GEF exchange of Rap1B-BODIPY-GDP, fluorescence | Potency, µM (doses to about 114 µM), for the others: at the top dose activity, negative = inhibition, usual class: inhibitors | 360,000 compounds, 0.18% hits; note: potency is the fitted concentration of half-maximal effect; % is set by controls: 0 for no effect and ±100 for the full control effect; nearly all actives have a fitted effect of over 45% in size; many of its hits are not listed in these tables
# Target sequence (Q8WZA2 whole entry, looked up): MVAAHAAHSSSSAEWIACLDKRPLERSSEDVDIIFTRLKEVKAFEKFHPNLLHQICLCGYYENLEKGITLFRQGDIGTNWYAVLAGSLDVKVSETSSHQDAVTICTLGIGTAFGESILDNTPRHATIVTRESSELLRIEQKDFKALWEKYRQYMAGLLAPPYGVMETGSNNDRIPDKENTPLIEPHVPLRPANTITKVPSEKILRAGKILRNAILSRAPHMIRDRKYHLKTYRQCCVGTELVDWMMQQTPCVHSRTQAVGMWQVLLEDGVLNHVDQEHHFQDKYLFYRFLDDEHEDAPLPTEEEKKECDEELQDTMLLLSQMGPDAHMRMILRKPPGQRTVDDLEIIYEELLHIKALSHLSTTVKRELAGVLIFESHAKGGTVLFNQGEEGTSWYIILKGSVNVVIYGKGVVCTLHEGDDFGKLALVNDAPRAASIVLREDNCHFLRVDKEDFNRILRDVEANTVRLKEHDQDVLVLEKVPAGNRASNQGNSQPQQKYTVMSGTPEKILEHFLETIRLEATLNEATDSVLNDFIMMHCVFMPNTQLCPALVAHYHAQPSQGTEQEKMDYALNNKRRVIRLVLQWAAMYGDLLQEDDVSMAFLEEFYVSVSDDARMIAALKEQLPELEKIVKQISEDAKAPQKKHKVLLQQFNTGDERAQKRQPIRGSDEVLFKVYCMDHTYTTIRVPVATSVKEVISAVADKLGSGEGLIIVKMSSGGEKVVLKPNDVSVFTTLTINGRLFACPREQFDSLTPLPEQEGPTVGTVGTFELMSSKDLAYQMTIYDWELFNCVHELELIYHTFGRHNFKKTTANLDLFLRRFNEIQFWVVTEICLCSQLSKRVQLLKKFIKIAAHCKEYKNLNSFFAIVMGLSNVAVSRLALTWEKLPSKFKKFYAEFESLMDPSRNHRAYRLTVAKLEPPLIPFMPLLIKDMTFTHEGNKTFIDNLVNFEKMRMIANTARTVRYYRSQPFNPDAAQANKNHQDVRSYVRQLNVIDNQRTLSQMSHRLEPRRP
# DRD3 antagonist: blocks the human D3 dopamine receptor; D3R cells, DiscoveRx beta-arrestin luminescence, antagonist mode; stronger effect = lower value; max response, negative = inhibition, %; 360,000 compounds, 2.5% hits; AID 652054; in the data active = max response below about -50%; inconclusive = no clear call, values can overlap the other calls; note: % is set by controls: 0 for no effect and ±100 for the full control effect; mostly tested at two doses, the higher about 12 µM
#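 Cells plated overnight at 1500 cells/well, then exposed to library compounds with dopamine controls for 90 minutes at 37 degrees C. DiscoveRx reagent added for 30–60 minutes at room temperature; luminescence read, quantitative HTS format.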
# Abeta yeast res: A-beta toxicity reversal in yeast. Potency, µM (highest dose often 46.1 µM), without a hit: at the top dose growth rescue, hits mostly activators. 410,000 compounds, 0.063% hits. yeast expressing A-beta42, growth rescue, OD600, 48 h; response scale: 0% DMSO, 100% iron-clioquinol control; note: potency is the fitted concentration of half-maximal effect; nearly all actives have a fitted effect of over 55% in size
#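 Yeast A-beta toxicity model in growth medium with pinned compounds, 48 h at 30 C; growth read as absorbance at 600 nm. Normalized to FeCl3/clioquinol equimolar mix (positive) and DMSO (negative).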
# aSyn yeast inh: alpha-synuclein toxicity inhibition in yeast; 370,000 compounds, 0.14% hits; AID 652106; Yeast expressing alpha-synuclein, growth rescue, BacTiter-Glo, 24 h; Potency, µM (series often up to 46.1 µM), inactives show at the highest dose growth rescue (activation), most hits filed as activators; note: potency is the fitted concentration of half-maximal effect; % of control where 0% means no effect; nearly all actives have a fitted effect of over 65% in size
#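 Screening used galactose-induced yeast with toxic alpha-synuclein levels, exposed to compound for 24 hr at 30 deg C. Cell growth, read with BacTiter-Glo luminescence, gave the measured signal.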
# TDP43 rescue: rescues yeast growth from TDP-43 toxicity; TDP-43 expressing yeast growth rescue, BacTiter-Glo, 24 h; Potency, µM (doses to about 46.1 µM), for inactives: top-dose growth rescue (activation), actives largely listed as activators; 410,000 compounds, 1.8% hits; note: potency is the fitted concentration of half-maximal effect; % of control where 0% means no effect; nearly all actives have a fitted effect of over 50% in size
#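 Luminescence from BacTiter-Glo reports growth of TDP-43-expressing yeast after 24 hr at 30 deg C with compound. Cells were raffinose-pregrown to mid-log, then seeded in galactose medium at OD600=0.02.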
# FUS yeast rescue: suppressors of FUS proteinopathy in yeast. 390,000 compounds, 0.24% hits. AID 1347120. Potency, µM (doses to about 76.6 µM), for inactives: top-dose growth rescue (activation), hits mostly activators. S. cerevisiae FUS-expressing, growth rescue, OD600, 24 h;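 note: potency is the fitted concentration of half-maximal effect; plate controls were DMSO vehicle for no effect and reference control for full effect; nearly all actives have a fitted effect of over 55% in size; some results filed as inactive show a strong effect at the top dose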
#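 Steps: raffinose overnight preculture; dilution to OD 0.005 in 2% galactose minimal medium; compound addition (concentration series); 24hr at 30C, 99% humidity; absorbance read at 600 nm.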
# EPAC2 agonist: agonists of human EPAC2 (RAPGEF4) | Q8WZA2 | EPAC2 activation, biochemical qHTS; response scale: 100% = 6.5 mM cAMP response | Potency, µM (series often up to 154 µM), without a hit: top-dose activation, most hits filed as activators | 360,000 compounds, 0.079% hits; note: potency is the fitted concentration of half-maximal effect; nearly all actives have a fitted effect of over 50% in size
#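 qHTS, titration series. 100 nM EPAC2 / 250 nM Rap1B-BODIPY-GDP / 50 uM GDP; RT; ex 480/em 540 nm, 5-min reads to 30 min. Norm. to 6.5 mM cAMP = activation.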
# DRD3 agonist: agonists of human D3 dopamine receptor. P35462. D3R DiscoveRx beta-arrestin cells, luminescence, 90 min. max activation, %. 410,000 compounds, 0.58% hits. AID 652048; in the data active = max activation above about 30%; note: 0% is about no effect; mostly tested at two doses, the higher about 12 µM
#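 Agonist mode: compounds and dopamine controls were applied to plated cells for 90 min at 37 degrees C after an overnight attachment at 1500 cells/well. Luminescent read-out followed 30 - 60 minutes at room temperature with DiscoveRx detection reagent.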
# Active calls of the source: *; ? = inconclusive; · = not tested or not shown; & = joins results of further samples; [ ] = another dose, or the depositor's remark. Unless noted, calls come from the whole dose curve; as a rule, active = well fitted curve in the direction sought with a large enough effect; inconclusive = small, poorly fitted or top-dose-only effect, or another doubt; inactive = no such curve, though single readings can be large; an effect the other way counts as inactive or inconclusive. Only part of the results is shown, so the mix of outcomes need not match the whole.
# Under each structure – EPAC2 antag	DRD3 antagonist	Abeta yeast res	aSyn yeast inh	TDP43 rescue	FUS yeast rescue	EPAC2 agonist	DRD3 agonist
CCOC(=O)c1ccc(NC(=O)c2nc[nH]c2C(=O)NCCCCNC(=O)c2[nH]cnc2C(=O)Nc2ccc(C(=O)OCC)cc2)cc1
 : 4%	100	-3%	-2%	11%	-12%	-2%	3
CCCCC(CC)C(=O)Nc1cccc(SC)c1 (stereo not given)
 : -13%	-2	-35%[inhibitor]	-4%	-18%	-5%	8%	15
Cc1ccc(Cn2c(SC3CCOC3=O)nc3ccccc3c2=O)cc1 (stereo not given)
 : -14%	0	11%	5%	-2%	9%	4%	8
O=C(COc1ccc(S(=O)(=O)N2CCCC2)cc1Cl)NCc1ccc2c(c1)OCO2
 : 7%	22	0%	2%	-16%	·	-2%	-7
Cc1ccc(CN(C)C(=O)c2ccc(S(=O)(=O)N(C)c3ccccc3)cc2)o1
 : -13%	-1	-8%	2%	-11%	34%	19%	1
CCn1cc(CN2CCC(n3nccc3NC(=O)c3ccc4c(c3)OCO4)CC2)c(C)n1
 : -5%	2	0%	-4%	6%	·	-3%	-4
CCC(C)NC(=O)CN(c1cc(Cl)ccc1OC)S(C)(=O)=O (stereo not given)
 : 10%	18	4%	10%	14%	·	-4%	3
CCCNc1nc(C)cc(-c2cc(C(=O)NC3CCCC3)on2)n1
 : 0%	-26	-2%	24%	5%	-9%	10%	-18
C=C(C)c1cccc(C(C)(C)NC(=O)NCC2CCCO2)c1 (stereo not given)
 : 13%	-24	16%	1%	13%	3%	-13%	2
CC(=O)c1ccc(NC(=O)CSc2nnc(-c3ccncc3)n2C2CC2)cc1
 : 6%	-9	-7%	5%	-9%	·	-7%	-1
O=C(Cn1cnc2c(OCc3ccccc3)ncnc21)NCCCc1ccccc1
 : 3%	23	0%	-6%	9%	-14%	3%	24
O=C(COc1ncnc2c(Cl)cc(Cl)cc12)N1CCCCC1
 : -1%	-9	12%	5%	24%	12%	-1%	-4
COc1ccccc1C(=O)N/C(=C\c1ccccc1)C(=O)NC(Cc1ccccc1)C(=O)O (stereo not given)
 : 14%	4	-4%	4%	-6%	4%	0%	4
CCOc1ccc2nc(NC(=O)CSc3ccc(Cl)cc3)sc2c1
 : -13%	22	25%	1%	22%	6%	-9%	-3
COc1ccc(CN=C(C#N)C2=C(O)c3ccccc3C2=O)cc1
 : 0%	-18	-5%	-2%	-2%	21%	12%	-7
CC(C)=CC(=O)OCC(=O)Nc1ccc(SC(F)F)cc1
 : 6%	4	?	18%	0%	2%	4%	-1
Cc1ccc(S(=O)(=O)NCCC(=O)N2CCN(C/C=C/c3ccccc3)CC2)cc1
 : 4%	20	-9%	-5%	13%	-12%	6%	0
Cc1ccc2nc(SCC(=O)Nc3ccccc3N3CCOCC3)c(C#N)cc2c1
 : -5%	-22	1%	7%	8%	-2%	-8%	1
Cc1onc(-c2ccccc2)c1C(=O)Nc1ccccc1C#N
 : 4%&-11%	-7&3	-4%&-5%	1%&3%	26%&15%	-20%&0%	8%&-1%	-1&0
O=C(NCc1ccccc1)c1ccc(CNS(=O)(=O)c2ccc(Br)cc2)cc1
 : ·	·	-21%	·	2%	6%	·	-8
CC(C)C1OC2(C)OC(=N)C1(C#N)C(C#N)(C#N)C2c1ccccc1 (stereo not given)
 : 2%	47	-11%	12%	0%	22%	3%	14
CCOc1ccc(OCCCCNC(C)(C)C)cc1
 : 2%	-5	-1%	-13%	-2%	-20%	10%	-1
Cn1c(=O)n(C)c2cc([N+](=O)[O-])c(N3CCN(C(=O)C(C)(C)C)CC3)cc21
 : -2%	2	0%	-4%	-23%[0.397 µM]	31%	7%	17
CCOc1ccc(CN2CCNC(=O)C2CC(=O)NCCCn2ccnc2)cc1 (stereo not given)
 : 2%	-2	-6%	0%	-7%	-17%	1%	-6
Cc1cccc(NC(=O)Cc2nnc(NC(=O)Nc3ccccc3F)s2)c1
 : -2%[57.1 µM]	8	-13%	4%	0%	-2%	5%	-1
CCC(C)N(C(=O)COC(=O)C1C(C(=O)OC)=C(C)NC(C)=C1C(=O)OC)C1CCS(=O)(=O)C1 (stereo not given)
 : 9%	-13	-11%	1%	-1%[9.22 µM]	4%	-1%	-1
Cc1ccc2nc(NC(=O)c3cc(=O)c4cc(C)c(C)cc4o3)sc2c1
 : ·	·	-11%	·	?	-15%	·	3
CCOC(=O)c1ccc(NC(=O)C2CCN(S(=O)(=O)c3ccc4c(c3)CCCC(=O)N4)CC2)cc1
 : ·	·	13%	1%	0%	11%	·	4
CCC(C)NC(=O)CSc1ncccc1C(=O)O (stereo not given)
 : 0%	-9	-8%	2%	-14%	-23%	0%	2
Clc1ccc(CNc2ccc(CNc3ncn[nH]3)cc2)c(Cl)c1
 : -18%	-10	3%	15%	-14%	34%	-3%	-11
CCc1cccc(NC(=S)Nc2ccc(CN3CCOCC3)cc2)c1
 : -3%	-9	0%	23%	0%	4%	3%	-20
COc1ccccc1NC(=O)c1ccc2oc(=O)c(S(=O)(=O)c3ccccc3)cc2c1
 : ·	·	-14%	·	-12%	0%	·	-9
Cc1cc(C(=O)COC(=O)c2ccc(NC(=O)CC#N)cc2)c(C)n1-c1ccc(OC(F)F)cc1
 : -20%	5	8%	3%	-2%	15%	-3%	9
Cc1ccc2c(c1)C=CC(C)(C)S2=O (stereo not given)
 : -2%	-14	-6%	1%	-11%	20%	2%	-8
CC(NC(=O)NC(N)=O)(C(F)(F)F)C(F)(F)F
 : 2%	14	7%	-19%	3%	-17%	0%	2
O=C(NCC1CCCO1)C(=Cc1cccc([N+](=O)[O-])c1)C(=O)NCC1CCCO1 (stereo not given)
 : 1%	-11	0%	8%	-21%	10%	-2%	6
COc1ccc(N2Cc3ccc(OC)c(OC)c3C2=O)cc1
 : -2%	-3	-12%	-9%	-3%	-20%	12%	-11
CN1CCN(c2ccc(NC(=O)c3cccc(OCc4ccccc4)c3)cc2)CC1
 : 4%	-14	-8%	-7%	-17%	-7%	-11%	-12
Cc1ccc(S(=O)(=O)N2CCOC2CNC(=O)C(=O)NCCN(C)C)cc1 (stereo not given)
 : -1%	-5	-10%	1%	-22%	·	-1%	-2
CCN(CC)S(=O)(=O)c1ccc(C(O)=C(C#N)c2nc3ccccc3n2C)cc1
 : 2%	50	2%	-5%	3%	18%	-13%	6

# Single records, from the list above. Order of values: EPAC2 antag, DRD3 antagonist, Abeta yeast res, aSyn yeast inh, TDP43 rescue, FUS yeast rescue, EPAC2 agonist, DRD3 agonist
# `COc1ccc(N2Cc3ccc(OC)c(OC)c3C2=O)cc1` in the list: -2%, -3, -12%, -9%, -3%, -20%, 12%, -11
# `O=C(NCC1CCCO1)C(=Cc1cccc([N+](=O)[O-])c1)C(=O)NCC1CCCO1` (stereo not given) in the list: 1%, -11, 0%, 8%, -21%, 10%, -2%, 6
# `COc1ccccc1NC(=O)c1ccc2oc(=O)c(S(=O)(=O)c3ccccc3)cc2c1` in the list: ·, ·, -14%, ·, -12%, 0%, ·, -9

# The list continues.
# Under each structure – EPAC2 antag	DRD3 antagonist	Abeta yeast res	aSyn yeast inh	TDP43 rescue	FUS yeast rescue	EPAC2 agonist	DRD3 agonist
O=c1cnnc(N/N=C/C2CC=CCC2)[nH]1 (stereo not given)
 : 5%	4	3%	3%	0%[9.22 µM]	15%	1%	-5
Cc1cc(N2CCN(c3ccc(F)cc3)CC2)n2nc(-c3ccc(Cl)cc3)nc2n1
 : ·	·	-16%	·	18%	7%	·	3
CC(C)CC(NC(=O)C1CCC(C)CC1)C(=O)Nc1cccnc1 (stereo not given)
 : 5%	-23	36%	3%	12%	14%	-6%	-1
CC#CCCC(=O)N1C=Cc2ccccc2C1C#N (stereo not given)
 : -6%	-18	0%	-2%	8%	-2%	5%	3
Cc1cc(C)n2c(Nc3c(C)cccc3C)c(-c3ccccn3)nc2n1
 : 3%	-70*	-6%	-6%	2%	18%	11%	-12
CC(c1ccccc1)N(CC(=O)NC1CCCCC1)S(=O)(=O)c1cccc(C(F)(F)F)c1 (stereo not given)
 : -20%	-25	?	2%	-6%	29%	-4%	-13
COc1ccc(C)cc1NC(=O)c1nn(C)cc1Br
 : -10%	4	-18%	-7%	10%	14%	0%	5
COCCN(CCOC)C(=O)CN1C(=O)NC(Cc2c[nH]c3ccccc23)C1=O (stereo not given)
 : 7%	-14	-13%	-5%	7%	19%	8%	-12
Cc1cc(C)c(S(=O)(=O)N2CCOC2CNC(=O)C(=O)NCCc2c[nH]c3ccccc23)c(C)c1 (stereo not given)
 : -15%	0	0%	1%	9%	31%	16%	3
COc1ccc(S(=O)(=O)N2CCC(C(=O)NC3CCCC3)CC2)cc1OC
 : 5%	-12	6%	4%	19%	·	2%	21

# The final five compounds of the section above are carried over, then new ones follow.
# Under each structure – EPAC2 antag	DRD3 antagonist	Abeta yeast res	aSyn yeast inh	TDP43 rescue	FUS yeast rescue	EPAC2 agonist	DRD3 agonist
CC(c1ccccc1)N(CC(=O)NC1CCCCC1)S(=O)(=O)c1cccc(C(F)(F)F)c1 (stereo not given)
 : -20%	-25	?	2%	-6%	29%	-4%	-13
COc1ccc(C)cc1NC(=O)c1nn(C)cc1Br
 : -10%	4	-18%	-7%	10%	14%	0%	5
COCCN(CCOC)C(=O)CN1C(=O)NC(Cc2c[nH]c3ccccc23)C1=O (stereo not given)
 : 7%	-14	-13%	-5%	7%	19%	8%	-12
Cc1cc(C)c(S(=O)(=O)N2CCOC2CNC(=O)C(=O)NCCc2c[nH]c3ccccc23)c(C)c1 (stereo not given)
 : -15%	0	0%	1%	9%	31%	16%	3
COc1ccc(S(=O)(=O)N2CCC(C(=O)NC3CCCC3)CC2)cc1OC
 : 5%	-12	6%	4%	19%	·	2%	21
O=C(N[C@H](Cc1cc(=O)[nH]c2ccccc12)C(=O)O)c1ccc(Cl)cc1
 : 4%	34	-21%	0%	-22%	30%	8%	-8
O=C1CC(c2cccc(Cl)c2)CC(O)=C1C=NCCCO (stereo not given)
 : 6%	-90*	4%	-2%	-22%	12%	-3%	-6
CCc1ccc(C(=O)CSc2nnc(C)c(=O)[nH]2)cc1
 : 5%	4	8%	-9%	-18%	-13%	4%	-1
COc1cc2oc(=O)ccc2c(OC)c1CC(O)C(C)(C)O (stereo not given)
 : 23%	10	3%	-7%	12%	8%	7%	0

# Screens: PubChem, National Center for Advancing Translational Sciences (NCATS)
